Bioassay records as filed in PubChem BioAssay.
BoNT F protease: BoNT F light chain protease inhibition | Multiplex microsphere protease cleavage assay, flow cytometry | inhibition, % at 10 µM | 0.22% of 360,000 active; in the data active = inhibition above about 35%, passing the limit was not always enough; inconclusive = no clear call, values can overlap the other calls; note: plate controls were buffer without enzyme for full effect and enzyme alone for no effect
PfHsp40 yeast: restores yeast growth despite PfHsp40 toxicity; S. cerevisiae expressing PfHsp40, growth rescue, ATP luminescence; growth rescue, % at 12.5 µM; 0.68% of 340,000 active; in the data active = growth rescue above about 28%, passing the limit was not always enough; inconclusive = no clear call, values can overlap the other calls;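 note: yeast W303a lacking pdr1 and pdr3 grown in galactose medium; growth measured after three days at 30 °C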
BoNT-A LC inh2: blocks Botulinum neurotoxin A light chain protease. 0.17% of 360,000 active. AID 588499. inhibition, % at 10 µM. multiplex microsphere protease substrate cleavage, flow cytometry; note: plate controls were buffer without enzyme for full effect and enzyme alone for no effect
FadD28 binding: M. tuberculosis FadD28 bisubstrate binding inhibition; FadD28 bisubstrate probe binding, fluorescence polarization; AID 588549; 0.22% of 360,000 active; inhibition, % at 12.5 µM; in the data active = inhibition above about 8.5%, passing the limit was not always enough; inconclusive = no clear call, values can overlap the other calls
Anthrax LF prot: inhibitors of Bacillus anthracis lethal factor protease. P15917. multiplex microsphere protease cleavage assay, LF. inhibition, % at 10 µM. 0.12% of 360,000 active. AID 588501; note: plate controls were buffer without enzyme for full effect and enzyme alone for no effect
Target sequence (P15917 whole entry, looked up): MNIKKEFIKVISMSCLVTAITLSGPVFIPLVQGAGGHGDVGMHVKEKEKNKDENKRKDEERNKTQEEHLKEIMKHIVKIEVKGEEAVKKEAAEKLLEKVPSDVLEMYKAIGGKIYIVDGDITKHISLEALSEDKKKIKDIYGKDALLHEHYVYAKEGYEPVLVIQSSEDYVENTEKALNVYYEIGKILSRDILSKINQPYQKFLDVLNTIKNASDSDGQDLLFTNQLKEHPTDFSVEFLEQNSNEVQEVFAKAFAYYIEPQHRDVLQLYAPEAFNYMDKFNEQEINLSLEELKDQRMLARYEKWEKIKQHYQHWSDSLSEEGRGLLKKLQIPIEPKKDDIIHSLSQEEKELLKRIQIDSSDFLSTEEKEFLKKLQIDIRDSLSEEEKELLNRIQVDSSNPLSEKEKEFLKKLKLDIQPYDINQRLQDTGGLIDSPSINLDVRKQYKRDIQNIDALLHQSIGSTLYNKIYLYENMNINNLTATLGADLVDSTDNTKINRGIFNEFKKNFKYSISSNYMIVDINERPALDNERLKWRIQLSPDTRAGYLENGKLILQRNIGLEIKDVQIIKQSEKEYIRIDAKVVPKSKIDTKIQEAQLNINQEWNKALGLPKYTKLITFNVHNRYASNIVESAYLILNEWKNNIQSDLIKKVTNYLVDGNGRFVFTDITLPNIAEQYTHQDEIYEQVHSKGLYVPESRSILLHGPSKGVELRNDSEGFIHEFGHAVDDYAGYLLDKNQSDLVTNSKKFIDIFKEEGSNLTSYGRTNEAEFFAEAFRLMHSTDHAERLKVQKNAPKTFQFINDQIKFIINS
BioA inh: BioA (M. tuberculosis) enzyme inhibition | 0.096% of 360,000 active | purified M. tuberculosis BioA enzyme, plate reader | inhibition, % at 9.99 µM; in the data active = inhibition above about 40%; inconclusive = no clear call, values can overlap the other calls
FBA Mtb inh: inhibitors of M. tuberculosis fructose-bisphosphate aldolase; P9WQA3; purified M. tuberculosis FBA, fluorescence read-out; inhibition, % at 1 µM; 2.3% of 360,000 active; AID 588726; in the data active = inhibition above about 27%;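 note: 0% = vehicle and 100% = reference inhibitor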
GDH-TPI counter: GDH-TPI coupled enzyme inhibition counter-screen; GDH-TPI coupled enzyme counterscreen, NADH absorbance; inhibition, % at 4.8 µM; 1.2% of 360,000 active; AID 588335; in the data active = inhibition above about 30%;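 note: 0% = DMSO wells and 100% = wells lacking the enzyme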
Mtb UGM inh: inhibitors of M. tuberculosis UDP-galactopyranose mutase | purified UGM, fluorescence polarization probe displacement | P9WIQ1 | inhibition, % at 10 µM | 0.06% of 320,000 active; in the data active = inhibition above about 10%, passing the limit was not always enough; inconclusive = no clear call, values can overlap the other calls
Active calls of the source: *; u = inconclusive; x = no result given; & = joins results of further samples. Cut-off read from the data, not from the text of the source, unless noted: active = inhibition above about 30%; inconclusive = no clear call, values can overlap the other calls; inactive = below that.

SMILES	BoNT F protease	PfHsp40 yeast	BoNT-A LC inh2	FadD28 binding	Anthrax LF prot	BioA inh	FBA Mtb inh	GDH-TPI counter	Mtb UGM inh
COc1ccc(S(=O)(=O)N2CCCN(S(=O)(=O)c3ccc(OC)cc3C)CC2)c(C)c1	-23	-0.5	-2.0	-1.4	-5	-1.8	2	8	-1.2
NC1=NC(c2cccc(O)c2)n2c(nc3ccccc32)N1 (stereo unspecified)	-10	-0.5	-0.9	-1.8	0	0.3	2	1	0.4
O=C(NCCN1C(=O)C2C3C=CC(C3)C2C1=O)N1CCCCC1 (stereo unspecified)	-13	-0.3	-0.3	-2.4	-3	-0.4	1	-12	2.9
Cn1cnnc1SCC(=O)Nc1ccc(N2CCOCC2)cc1	0	0.3	-0.1	-3.1	-4	x	1	-10	-1.0
O=C(c1ccco1)N1CCN(C(=O)c2ccccc2[N+](=O)[O-])CC1	1	-0.2	-0.6	-0.8	1	x	2	-1	4.3
O=S(=O)(N/N=C/c1ccccc1F)c1ccccc1	8	3.0	-0.5	-3.1	-1	x	2	1	0.6
CCCNC(=O)c1cc(C2CCCCN2C(=O)c2ccc(OC)cc2)on1 (stereo unspecified)	5	x	-0.3	-3.5	-4	1.2	-4	-6	x
COc1cc(CNCCO)ccc1OCC(=O)Nc1ccc(Br)cc1	-3	-0.9	1.9	-2.2	-1	-0.3	3	8	-0.2
COc1ccccc1NS(=O)(=O)c1cc(NC(=O)c2ccncc2)ccc1N1CCCC1	-5	0.6	-0.3	-2.4	-8	x	-1	10	0.7
CCOC(=O)CSc1nc(N)c(C#N)c(CC(C)C)c1C#N	1	23	u	0.7	-2	-0.9	2	16	1.6
CCOC(=O)N1CC=C2C(C#N)=C(N)C(C#N)(C#N)[C@H](c3ccc(OC(C)C)c(OCC)c3)[C@H]2C1	u	0.9	1.5	-4.5	6	2.2	1	15	1.4
O=C(NCC1CCCCC1)c1ccc2nc([C@H]3C[C@H](O)[C@@H](CO)O3)[nH]c2c1	4	x	-0.1	-2.0	-4	-0.4	5	-1	x
COc1cccc(NC(=O)CSc2nc(N)cc(N)n2)c1	-7	0.0	-0.3	-4.3	-1	x	0	0	-0.6
N#C/C(=C\c1cccs1)C(=O)Nc1ccccn1	-3	1.7	0.1	-1.8	6	x	3	26	0.7
COCCCNC(=O)c1cc2c(=O)n3cccc(C)c3nc2s1	1	12	-1.3	0.3	3	9.7	65*	19	-1.6
Cc1ccc(NC2CCCCC2NS(=O)(=O)c2ccccc2)c(C)c1 (stereo unspecified)	-3	0.6	0.6	1.6	-3	0.1	-1	3	0.9
CCN1CCN(CC(=O)N2c3ccccc3CC2C)CC1 (stereo unspecified)	-4	-0.6	-2.6	-2.9	0	-1.2	2	8	-10
C[C@H](CO)N1C[C@H](C)[C@@H](CN(C)C(=O)c2cc(-c3ccccc3)on2)OCc2cn(nn2)CCCC1=O	-4	x	-0.2	0.4	-4	1.1&-2.9	-1	-1	x
CCOC(=O)CN1C(=O)N(CC)C(C)=C(C(=O)OC)[C@@H]1c1ccccc1	-3	-0.3	-0.1	-0.4	4	-1.1	1	6	0.3
COc1nc(-c2ccccc2)nc(C)c1CC(=O)O	0	1.0	0.0	-0.9	-4	-1.1	-4	2	-1.5
COCC(=O)NC1CCN(S(=O)(=O)c2ccc(C(=O)O)cc2)CC1	1	0.0	-1.7	-3.7	-1	-0.9	0	-10	-0.8
CCOc1ccc2nc(SC3CC(=O)N(c4ccc(OC)cc4)C3=O)sc2c1 (stereo unspecified)	2	-0.7	1.0	-1.5	2	x	-3	-1	-0.4
COc1c(C)cc(C(O)c2ncc(-c3ccccc3C(F)(F)F)[nH]2)cc1C (stereo unspecified)	-2	x	-0.2	-2.3	-3	0.3	-3	1	x
COc1ccccc1C(=O)NC(=O)COC(=O)c1ncc(Cl)c(Cl)c1Cl	0	-0.9	0.3	1.3	-2	-2.2	4	-2	0.6
Nc1ccc2oc3ncccc3c(=O)c2c1	-1	-0.1	0.1	-0.4	-1	-0.9	2	-2	1.6

Copied from the entries so far for reference:
SMILES	BoNT F protease	PfHsp40 yeast	BoNT-A LC inh2	FadD28 binding	Anthrax LF prot	BioA inh	FBA Mtb inh	GDH-TPI counter	Mtb UGM inh
COCC(=O)NC1CCN(S(=O)(=O)c2ccc(C(=O)O)cc2)CC1	1	0.0	-1.7	-3.7	-1	-0.9	0	-10	-0.8
CCOc1ccc2nc(SC3CC(=O)N(c4ccc(OC)cc4)C3=O)sc2c1 (stereo unspecified)	2	-0.7	1.0	-1.5	2	x	-3	-1	-0.4
COc1c(C)cc(C(O)c2ncc(-c3ccccc3C(F)(F)F)[nH]2)cc1C (stereo unspecified)	-2	x	-0.2	-2.3	-3	0.3	-3	1	x
COc1ccccc1C(=O)NC(=O)COC(=O)c1ncc(Cl)c(Cl)c1Cl	0	-0.9	0.3	1.3	-2	-2.2	4	-2	0.6
Nc1ccc2oc3ncccc3c(=O)c2c1	-1	-0.1	0.1	-0.4	-1	-0.9	2	-2	1.6

(more compounds)
SMILES	BoNT F protease	PfHsp40 yeast	BoNT-A LC inh2	FadD28 binding	Anthrax LF prot	BioA inh	FBA Mtb inh	GDH-TPI counter	Mtb UGM inh
CCCCCc1cc(=O)[nH]c(=S)[nH]1	u	-0.7	-10	-2.1	-10	x	0	7	1.0
Cc1ccc(-c2nc(C3CCCN(S(=O)(=O)c4ccc(C)cc4)C3)no2)cc1 (stereo unspecified)	-9	-0.4	0.1	-2.5	-10	-1.4	-1	5	-1.3
C=CCN1C(=O)CSc2ccc(C(=O)NCc3ccc(F)cc3)cc21	7	1.0	1.1	-0.4	-3	1.9	1	1	-2.4
CNC(=O)C(=O)NCC1CCCN1S(=O)(=O)c1cccs1 (stereo unspecified)	-12	-0.7	-3.1	-2.5	u	-0.4	-1	-5	0.7
Cc1cc2c(c(SCC(=O)NCc3ccccc3Cl)n1)C(=O)OC2	2	0.1	0.1	0.6	0	-1.0	4	-4	2.7
Cc1ccc(/C=N/n2nnnc2N)o1	0	-0.4	-0.2	-0.7	-3	1.6	3	23	2.2
CCc1nc2scc(-c3ccc(C)cc3)c2c(=O)n1N	1	1.5	-0.6	-5.2	-1	x	1	-8	-0.5
Cc1cc(C)cc(C(=O)NCC(=O)OCC(=O)N2CCCC2)c1	0	x	0.5	-3.9	-13	0.1	-5	6	x
Cc1ccc([C@H]2C[C@H](n3cc(-c4ccc(F)cc4)nn3)[C@@H](O)CN2CC2CCCCC2)cc1	-6	x	0.2	-2.9	2	0.1	-1	8	x
COc1ccc(C(CNS(=O)(=O)c2ccccc2)N2CCN(C)CC2)cc1 (stereo unspecified)	x	0.0	x	-4.7	x	-1.2	-2	4	0.8
CC(=O)c1cccc(OCC(O)CNCC2COc3ccccc3O2)c1 (stereo unspecified)	-6	1.0	-5.4	-3.8	-2	x	-1	17	2.8
C=C(C(=O)Nc1ccccc1)c1ccc(C)cc1	-8	-1.9	0.5	-0.9	-6	1.8	8	13	1.6
COc1cc2c(cc1OC)CN(C(=O)Nc1ccccc1)CC2	-10	0.2	1.4	-1.9	-1	3.9	6	10	-0.4
CCOC(=O)c1cc(CC)sc1NC(=O)c1ccc(N2C(=O)CCC2=O)cc1	12	-0.1	1.1	-1.0	-5	-1.7	3	12	0.5
COc1ccc(/C=N/Nc2nnc(C)n2N)cc1OC	0	-1.5	0.6	-0.6	-10	-0.2	-9	6	0.2
CCOc1ccc(CCNC(=O)CSc2n[nH]c(N)n2)cc1OCC	-3	-1.0	-1.9	-1.6	-3	-1.0	-2	5	0.6
Cc1nc2c(c3c1[nH]c1ccccc13)C(O)CC(C)(C)C2 (stereo unspecified)	-2	2.5	0.0	-2.1	-1	x	120*	7	0.0
CCOC(=O)c1sc2nc(CSc3ccccc3)[nH]c(=O)c2c1C	-1	0.1	0.1	-1.7	-4	-0.2	-1	-1	1.7
NC1(C(=O)O)CC1	-8	-1.4	-1.1	-4.6	4	-1.0	1	-6	-4.1
[N-]=[N+]=NC1CC(CO)OC1n1ccc(=O)[nH]c1=O (stereo unspecified)	9	0.5	0.5	-0.3	-2	0.8	2	3	-3.4
Cc1ccc(F)cc1NC(=O)c1cccc(N(C)C)c1	-2	0.9	u	0.6	-4	1.4	0	11	-0.3
CCCCSc1nnc(C)c(=O)[nH]1	-4	-1.7	-0.8	-0.1	1	-0.6	-2	2	2.6
CCc1ccc(NC(=O)N(CCN(C)C)C(C)c2cccnc2)cc1 (stereo unspecified)	-23	0.5	9.3	-3.8	7	0.0	-1	1	1.3
COc1ccc(NC(=O)CN(Cc2ccccc2)S(C)(=O)=O)c(OC)c1	-14	-0.9	-0.4	0.0	0	0.7	5	-15	-0.8
COc1ccc(CNCCc2ccc([N+](=O)[O-])cc2)c(OC)c1OC	x	0.7	x	-1.1	x	-0.8	-1	5	-0.8

Next part.
SMILES	BoNT F protease	PfHsp40 yeast	BoNT-A LC inh2	FadD28 binding	Anthrax LF prot	BioA inh	FBA Mtb inh	GDH-TPI counter	Mtb UGM inh
CN(CC(=O)NCc1ccccc1)CC(=O)Nc1ccc(Cl)c(C(F)(F)F)c1	0	0.0	-0.1	-5.4	-2	2.4	34*	7	0.1
CCOC(=O)c1c(C)n(C)c2ccc(OC)c(NC(=O)CN3CCN(Cc4ccccc4)CC3)c12	-7	6.0	0.9	-3.0	-10	2.2	-4	-8	0.2
Cc1ccc2nc(C3CCCCC3)c(Cc3cccc(F)c3)n2c1	-17	x	-0.7	-4.7	8	-3.2	14	x	x
NS(=O)(=O)c1ccc(NC(=S)N2CCC(O)CC2)cc1	-3	-0.5	0.3	-1.6	-1	x	-2	1	3.1
O=C(CN1C(=O)c2cccc3cccc1c23)Nc1cccnc1	-6	-0.2	-0.6	-0.4	1	-3.3	-1	16	2.3
Cc1nnc(SCC(=O)N/N=C/c2cn(-c3ccccc3)nc2-c2ccc(F)cc2)n1-c1ccccc1	10	-0.6	0.6	-2.2	-2	-1.8	1	13	-0.5
O=C(/C=C/c1c(Cl)nc2ccccn12)N1CCCCC1	-2	0.1	0.2	-4.3	-2	x	-1	28	0.8
COc1ccc2c(c1OC)C(=O)OC2Nc1ncccc1C (stereo unspecified)	2	0.9	0.6	-2.6	-4	1.1	5	6	-3.7
CC(OC(=O)c1ccccc1NCCO)C(=O)NCC(=O)Nc1ccc(F)c(F)c1F (stereo unspecified)	-1	0.4	0.1	-2.6	-5	2.1	91*	0	4.3
Cc1ccc(S(=O)(=O)N(C)C)cc1NC(=O)COC(=O)CCC(=O)c1cccs1	5	1.4	0.6	-2.6	-2	x	2	4	-0.6
Clc1ccc(OCc2nnc(SCc3nnc(-c4ccccc4)o3)o2)c(Cl)c1	-4	8.4	-1.8	-3.2	0	2.5	1	6	0.5
CCOC(=O)c1ccc(Nc2nc(N)c3cc(OC)c(OC)cc3n2)cc1	-67	x	-1.0	1.2	-16	-0.3	9	16	0.4
Cc1ccc(C(=O)N/C(=C/c2cccnc2)C(=O)NCc2ccco2)cc1	6	1.0	-0.3	-2.7	1	x	-1	-3	0.4
O=C(Cc1cn(-c2ccccc2)nc1-c1ccccc1)N1CCCCC1	11	0.5	-1.9	0.2	1	1.1	1	-10	-0.9
Cc1ccc(NC(=O)CCc2nnc3ccc(N4CCC5(CC4)OCCO5)nn23)cc1F	17	0.6	13	0.4	4	37	0	-1	-2.9
Cc1cccc(CCNC(=O)CC2C(=O)NCCN2CC2CCCCC2)n1 (stereo unspecified)	-4	-0.8	0.0	-2.5	0	-0.6	-1	9	-0.5
Cc1nn(CC(=O)Nc2c(F)c(F)cc(F)c2F)c(=O)c2cccn12	11	1.3	0.1	-3.7	-2	0.2	-2	-3	-2.1
COCCn1c(-c2ccc(F)cc2)nc2cccnc21	-1	-1.5	1.1	0.4	9	-0.4	4	-4	1.1
S=C(NCC1CCCO1)Nc1cc(Cl)c(Cl)cc1Cl (stereo unspecified)	-9	1.4	-0.6	-15	4	1.9	3	-7	-2.6
CCC(=O)Nc1cccc(NC(=O)c2cccc([N+](=O)[O-])c2)c1	-4	0.7	0.4	-2.5	5	x	-1	3	-1.0
CCCCOC(=O)C1C2C=C[C@]3(CN(C(C)c4ccc(OC)cc4)C(=O)[C@H]13)O2 (stereo partly specified)	-2	-0.5	1.2	0.6	-1	-4.0	0	11	-0.8
O=C1CC(c2ccccc2)Cc2nc(N3CCc4ccccc43)ncc21 (stereo unspecified)	4	-0.8	0.1	0.8	0	-0.4	2	3	0.8
